Compound activity from PubChem BioAssay.
SUMO1-SIM PPI = modulators of human SUMO1-mediated protein-protein interactions; P63165; SUMO1 binding to a labelled peptide, TR-FRET, 1 h; inhibition, % at 20 µM; 360,000 tested, 0.33% active; in the data active = inhibition above about 37%
STEP block = blocks human striatal-enriched tyrosine phosphatase; recombinant STEP, OMFP fluorogenic substrate, fluorescence; inhibition, % at 20 µM; 360,000 tested, 0.25% active;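 active = inhibition at 20 µM, scaled per plate between control wells, above about 37%, limit read from the data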;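 note: 0% = DMSO with enzyme and substrate and 100% = substrate only without enzyme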
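System: isolated STEP enzyme; schedule: 20 min enzyme reaction at room temperature, protected from light; medium: Bis-Tris buffer pH 6.0, 2.5 mM DTT, 0.005% Tween 20; signal: fluorescence, 480/540 nm; dosing: single compound dose of 20 µM, 1% DMSO final; also added: OMFP substrate, 25 µM final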
Neddylation inh = cullin neddylation inhibition. P61081+Q13564. TR-FRET cullin neddylation, biochemical. calls only at 25 µM. 360,000 tested, 0.58% active. AID 651699; in the data active = inhibition above about 36%
DNMT1 block = DNMT1 (human) enzyme inhibition; AID 588458; P26358; 360,000 tested, 0.83% active; inhibition (reported as % activation of signal), % at 10 µM; DNMT1 molecular beacon, Hinp1I cleavage, fluorescence; in the data active = inhibition above about 50%
Target sequence (P26358 504-1616 limits assumed): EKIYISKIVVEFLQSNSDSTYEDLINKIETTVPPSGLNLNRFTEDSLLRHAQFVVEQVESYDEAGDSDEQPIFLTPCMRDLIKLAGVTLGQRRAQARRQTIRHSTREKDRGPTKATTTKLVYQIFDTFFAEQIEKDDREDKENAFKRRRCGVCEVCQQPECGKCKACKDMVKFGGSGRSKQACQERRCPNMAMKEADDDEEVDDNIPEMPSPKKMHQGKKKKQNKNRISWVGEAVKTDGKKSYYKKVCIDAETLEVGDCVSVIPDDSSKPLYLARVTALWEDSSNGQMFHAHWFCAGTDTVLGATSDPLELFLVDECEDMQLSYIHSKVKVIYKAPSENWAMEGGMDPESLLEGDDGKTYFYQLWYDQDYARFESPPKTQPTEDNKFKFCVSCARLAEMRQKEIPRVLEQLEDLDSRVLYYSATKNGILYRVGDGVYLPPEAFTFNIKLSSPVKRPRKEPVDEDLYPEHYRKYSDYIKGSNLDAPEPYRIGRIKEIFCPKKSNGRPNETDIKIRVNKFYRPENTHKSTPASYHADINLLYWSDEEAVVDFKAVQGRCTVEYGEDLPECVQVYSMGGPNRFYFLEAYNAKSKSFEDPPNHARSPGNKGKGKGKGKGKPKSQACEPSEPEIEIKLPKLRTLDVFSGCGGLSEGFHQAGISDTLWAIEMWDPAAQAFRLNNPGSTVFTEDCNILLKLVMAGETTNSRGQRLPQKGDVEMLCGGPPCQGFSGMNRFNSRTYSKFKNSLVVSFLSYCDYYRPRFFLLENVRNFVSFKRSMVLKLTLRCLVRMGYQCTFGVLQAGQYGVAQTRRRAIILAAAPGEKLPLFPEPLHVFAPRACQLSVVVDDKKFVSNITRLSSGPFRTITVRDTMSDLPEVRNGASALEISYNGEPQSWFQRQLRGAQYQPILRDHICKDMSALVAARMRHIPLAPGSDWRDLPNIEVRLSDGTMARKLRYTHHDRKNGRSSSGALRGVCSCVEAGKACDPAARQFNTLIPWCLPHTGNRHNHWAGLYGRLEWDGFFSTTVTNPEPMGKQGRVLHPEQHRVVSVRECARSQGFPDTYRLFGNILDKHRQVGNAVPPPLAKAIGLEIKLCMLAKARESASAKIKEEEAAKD
Scp1 inh = blocks human Scp-1 phosphatase activity. Recombinant Scp1, phosphopeptide, malachite green phosphate absorbance. inhibition, % at 20 µM. 340,000 tested, 0.88% active. AID 493091;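 active = inhibition above about 50% at 20 µM, limit read from the data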;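 note: plate controls were DMSO wells with enzyme for no effect and wells lacking enzyme for full effect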
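Incubation: 45 min enzyme reaction at room temperature / System: truncated SCP-1 phosphatase (76-261aa) / Reagent: Phospho 17-mer peptide substrate / Buffer or medium: Acidic Tris acetate buffer with magnesium and detergent / Signal: absorbance at 630 nm / Doses: one concentration, 20 µM, with 1.0% DMSO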
SKN-1 block = C. elegans SKN-1 inhibition | AID 624304 | inhibition, % at 21.8 µM | 360,000 tested, 0.49% active | C. elegans VP596 Pgst-4::GFP/RFP ratio, acrylamide-induced, 24 h;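 active = interference check ratio from 0.5 to 1.5 plus GFP to RFP signal ratio inhibition reaching or exceeding a fixed threshold, cut at about 30% in these data, passing the limit was not always enough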; note: some compounds called inactive have numbers as strong as hits
CendR NRP1 mod = NRP-1/CendR interaction modulation | FAM-RPARPAR peptide binding to NRP-1, fluorescence polarization | inhibition, % at 25 µM | 360,000 tested, 0.85% active | AID 602438;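 active = inhibition or corrected inhibition above about 18%, plus a signal ratio from 0.5 to 1.5, limit read from the data, passing the limit was not always enough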; note: strong numbers were not always called active
LMPTP inh = blocks human LMPTP phosphatase | P24666 | recombinant LMPTP-A, OMFP fluorogenic substrate, fluorescence intensity | inhibition, % at 20 µM | 360,000 tested, 0.22% active;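 active = compounds that cut the enzyme signal by at least half of the control window in the single-dose screen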;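 note: plate controls were DMSO wells with enzyme plus substrate for no effect and substrate without enzyme for full effect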
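Test system – LMPTP-A phosphatase enzyme · Quantity – 0.625 nM LMPTP-A final · Reagent – OMFP substrate, 400 µM final · Dosing – one test concentration per compound, 20 µM, with 3% DMSO overall · Timing – 50 min enzyme reaction at room temperature, protected from light · Detection – fluorescence intensity · Controls – substrate-only low control, DMSO enzyme-plus-substrate high control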
Tb MetRS inh = blocks T. brucei methionyl-tRNA synthetase activity; purified T. brucei MetRS, ATP depletion, Kinase-Glo luminescence; 360,000 tested, 0.4% active; inhibition, % at 11.9 µM; AID 624268;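 active = inhibition above a per-plate cutoff of the control wells' mean inhibition plus 3 SD, cut at about 5.5% in these data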;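 note: 0% = DMSO wells median and 100% = median of wells with control inhibitor compound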
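Material – parasite MetRS enzyme · Medium – HEPES-MgCl2-KCl buffer plus DTT, spermine, BSA, pyrophosphatase · Reagent – ATP, methionine and E. coli bulk tRNA substrates · Times – 15 min enzyme-compound preincubation, 2 h reaction, 10 min detection, 25 °C · Measured by – luminescence of leftover ATP · Evaluation – percent inhibition relative to median high and low control wells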
NadD inh = inhibitors of Staphylococcus aureus NadD | purified NadD enzyme, colorimetric absorbance read-out | inhibition, % at 20 µM | 360,000 tested, 0.78% active | AID 602399; in the data active = inhibition above about 26%; note: some compounds past the cut are filed as inactive
* = called active by the depositor; i = inactive; x = no result given; & = joins results of further samples.

SMILES	SUMO1-SIM PPI	STEP block	Neddylation inh	DNMT1 block	Scp1 inh	SKN-1 block	CendR NRP1 mod	LMPTP inh	Tb MetRS inh	NadD inh
COc1ccccc1CNC(=O)C(NS(=O)(=O)c1ccc2c(c1)oc(=O)n2C)C(C)C (stereo unspecified)	2	1	i	-7	-12	3	-13	-1.8	-0.2	-1
CC(C)=CC1C(C(=O)NCCc2ccccc2)C1(C)C (stereo unspecified)	-3	-1	i	-2	-11	11	-5	-0.7	0.5	-2
COc1ccc(-c2ccc3c(c2)c(Sc2ccccc2)c(-c2ccccc2)n3C)cn1	-5	x	i	x	x	5	-5	2.4	0.2	21
C=CCNC(=S)NCC=C	-1	-2	i	11	-10	-8	19	-2.3	-1.4	-5
NC(=O)CCC(NC(=O)OCc1ccccc1)C(=O)OCC(=O)c1ccccc1 (stereo unspecified)	-3	-1	i	2	x	3	6	-2.2	-0.1	-2
Cc1ccc(S(=O)(=O)N(C)C)cc1NC(=O)CSc1ncc(C(F)(F)F)cc1Cl	0	2	i	5	-7	1	-6	0.4	-0.1	-1
CC(=O)CSc1ncnc2sc3c(c12)CCC3	5	2	i	1	-3	-8	-9	-0.1	-0.1	-1
O=C(CCN1CCCCC1)c1cccc(Cl)c1	5	0	i	2	-8	-3	8	-0.3	0.1	-1
Cc1ccc(NC(=O)c2cccc(S(=O)(=O)N3CCN(c4ccccc4)CC3)c2)nc1	-2	0	i	4	-7	17	4	1.8	-0.1	3
CCc1ccc(NC(=O)c2cc(S(=O)(=O)N3CCCC3)c[nH]2)cc1	10	0	i	4	28	7	7	0.4	-0.3	-3
CC(C)(C)NC(=O)NC(=O)COC(=O)c1cccc(OC(F)F)c1	3	-1	i	4	-10	2	-3	0.6	2.9	-5
Cc1cc(C)c(S(=O)(=O)Cc2ccccc2)c(OC(C)C)n1	-1	0	i	2	-10	-4	10	-0.1	-0.6	-3

The closing three compounds of the part before come first, to join the parts:
SMILES	SUMO1-SIM PPI	STEP block	Neddylation inh	DNMT1 block	Scp1 inh	SKN-1 block	CendR NRP1 mod	LMPTP inh	Tb MetRS inh	NadD inh
CCc1ccc(NC(=O)c2cc(S(=O)(=O)N3CCCC3)c[nH]2)cc1	10	0	i	4	28	7	7	0.4	-0.3	-3
CC(C)(C)NC(=O)NC(=O)COC(=O)c1cccc(OC(F)F)c1	3	-1	i	4	-10	2	-3	0.6	2.9	-5
Cc1cc(C)c(S(=O)(=O)Cc2ccccc2)c(OC(C)C)n1	-1	0	i	2	-10	-4	10	-0.1	-0.6	-3
COC(=O)C1=C(C)N(c2ccc(OC)cc2)C(=O)/C1=C\c1cccs1	0	3	i	6	-2	1	-22	-1.2	0.5	-4
O=[N+]([O-])c1ccc2ccn(C3OCC(O)C(O)C3O)c2c1 (stereo unspecified)	-13	-2	i	0	-8	-8	-3	-1.5	0.0	-2
CC1(C(=O)Nc2ccc3c(c2)OCCO3)CCC(=O)N1CC(F)(F)F (stereo unspecified)	-6	0	i	3	x	13	-3	-2.0	-0.3	-6
COc1cccc(CC2(CO)CCCN(C(=O)c3cc[n+]([O-])cc3)C2)c1 (stereo unspecified)	0	-1	i	3	-6	6	-6	-1.2	0.0	-3
COc1ccc(CN2CCC(n3nccc3NC(=O)c3ccc4c(c3)OCO4)CC2)cc1C	-1	-3	i	0	6	-17	-7	0.4	-0.9	4
Cc1ccc(-n2c(=O)[nH]cc(C(=O)Nc3ccc4c(c3)OCCO4)c2=O)cc1	3	2	i	4	-6	8	8	-1.1	0.5	6
OCc1cn(-c2ccccc2)nc1-c1ccco1	-4	0	i	-8	-3	0	-27	1.8	-1.2	4
O=C(NCC1CCC(C(=O)O)CC1)OCc1ccccc1 (stereo unspecified)	0	0	i	-1	-13	-1	7	-1.6	-0.5	-2
COc1ccccc1Sc1ccccc1/C=N/NC(N)=O	-8	0	i	-2	-6	2	-1	1.4	0.0	2
O=C(CN1CCN(S(=O)(=O)c2ccc(F)cc2)CC1)Nc1ccccc1F	-2	-4	i	5	-5	5	7	-2.4	-0.8	-3
COc1ccc([N+](=O)[O-])cc1NC(=O)CSc1ncccn1	-20	-2	i	-3	-9	-8	0	-0.8	0.4	-3
C/C(=N\NC(=O)Cn1ccc(C(F)(F)F)n1)c1ccc(N2CCOCC2)cc1	-6	0	i	2	-9	-3	-12	0.2	-0.3	-9
CCC1Nc2ncnc(N3CCN(c4ccccn4)CC3)c2N(Cc2ccc(Br)cc2)C1=O (stereo unspecified)	-1	0	i	-10	0	-8	17	-0.1	-0.4	3
CC1(C)CC(=O)C2=C(C1)OC(N)=C(C#N)[C@@]21C(=O)N(CC(N)=O)c2ccccc21	-1	-6	i	3	-2	-1	0	-1.6	-1.2	6
Cc1ccc(S(=O)(=O)CCC(=O)Nc2cc(Cl)ccc2-n2cncn2)cc1	-6	-2	i	-2	-7	-12	-18	-0.6	-0.4	-6
Cc1cccc(/C=N/NC(=O)c2ccncc2)n1	-7	-1	i	-1	-4	-7	5	-1.4	-0.1	-8
Cc1nnc(SCCn2c(N3CCCCC3)nc3c2c(=O)n(C)c(=O)n3C)s1	5	-1	i	1	4	12	11	-1.8	0.4	-2
COc1cccc(C(=O)C(C#N)=C(SC)SC)c1	2	-2	i	9	-27	16	2	-1.6	-0.1	-9
CCc1cc(C=C(Cl)Cl)oc(=O)c1C	-18	2	i	0	-6	1	-12	-0.9	-0.2	2
CC(C)OC(=O)C1C2C=CC3(CN(Cc4cccs4)C(=O)C13)O2 (stereo unspecified)	-3	-1	i	1	68*	-3	0	-1.5	0.2	0
COc1cc(OC)c(OC)cc1CN1CCC(O)CC1	4	2	i	0	-11	-2	-1	0.1	-0.1	-2
CC(=O)c1sc(NC(=O)CS(=O)(=O)c2ccc(F)cc2)nc1C	-3	-4	i	2	0	6	-9	-4.0	-0.4	-5
COc1ccc(S(=O)(=O)N2CCCOC2CNC(=O)C(=O)NCc2ccco2)cc1 (stereo unspecified)	-1	-2	i	-3	-3	-3	17	-0.5	-0.4	-3
COc1ccc(-n2nc(C(=O)NCC(=O)NC(C)C)c3ccccc3c2=O)cc1OC	-6	3	i	1	-1	-10	-2	1.5	-0.6	-6
Cc1ccc2cc(CCNC(=O)c3cccc([N+](=O)[O-])c3)c(=O)[nH]c2c1C	-21	4	i	1	-6	4	-10	-0.7	0.3	-11
C#CCOC(=O)c1ccccc1C(=O)O	-4	5	i	0	-8	0	-4	-1.0	-0.3	9
O=C(Nc1ccccn1)c1ccc(Cl)c(S(=O)(=O)N2CCCCCC2)c1	2	0	i	2	-3	13	3	-0.1	-0.3	-4
O=C(Nc1ccc(Cl)cc1)c1cccnc1N1CCCCC1	-4	-1	i	1	-3	9	0	0.2	-0.8	-6
COc1ccc(NC(=O)CC(C)C)c([N+](=O)[O-])c1	-14	-1	i	5	-5	1	-14	1.5	-0.1	0
COc1ccc(S(=O)(=O)n2nc(OCc3cccs3)cc2N)cc1	3	1	i	4	-6	13	1	-0.9	-0.2	-4
O=C(NCCCN1CCOCC1)c1nn(-c2ccccc2)c(=O)c2ccccc12	-1	0	i	2	3	-1	-2	-1.6	-0.5	-7
Cc1ccc(N2C(=O)c3sc4nnc(C)c(=O)n4c3C2=O)cc1	-8	-2	i	2	-6	7	-1	0.3	-0.3	1
NC(c1ccccc1)c1csc(NC(=O)Nc2cccc(Cl)c2)n1 (stereo unspecified)	-20	2	i	-11	x	14	-14	-1.2	-0.2	1
CC(=O)N1C(C)(C)CC(=NOC(=O)c2ccc(C)cc2)CC1(C)C	9	1	i	-5	-6	-3	-3	0.5	-0.2	-2
N=C(N)c1ccccc1	2&-1	0&-3	i	3&2	1&-4	-3&10	4&-11	-0.9&-1.8	-0.3&-0.2	-1&3
Oc1ccccc1-n1nc2ccc3nonc3c2n1	-17	2	i	0	-7	-7	5	-0.1	0.2	-8
O=C(Nc1ccc(S(=O)(=O)NC2=NCCCCC2)cc1)c1cc(S(=O)(=O)N2CCOCC2)ccc1F	0	1	i	-2	-5	7	3	-1.9	0.0	1
COc1ccc(-c2nc(CN3CCC(C(=O)NC4CCN(Cc5ccccc5)CC4)CC3)c(C)o2)cc1OC	0	0	i	-3	-1	19	17	1.0	-0.6	-4
COc1ccc(C(=O)Nc2cccnc2Cl)cc1OC	-4	2	i	-3	-2	-6	-5	1.0	-0.5	-3
Cc1ccc2nc(C)cc(N/N=C/c3ccc(F)cc3)c2c1	-1	4	x	1	-4	3	15	1.0	-0.1	4
Cc1nn(-c2ccccc2)c(Cl)c1C(=O)Nc1c(C)n(C)n(-c2ccccc2)c1=O	2	-2	i	0	-14	12	1	-1.6	-0.5	7
O=C(c1ccc(Cl)cc1Cl)N1CCSCC1	0	-5	i	0	-5	-3	7	-0.9	0.0	-10
CCCCN(C(=O)C1CC(=O)N(Cc2ccc(C)cc2)C1)c1c(N)n(CCCC)c(=O)[nH]c1=O (stereo unspecified)	0	-1	i	0	0	9	8	-1.4	-0.4	2
Cc1cc([N+](=O)[O-])ccc1NC(=O)c1ccco1	4	1	i	2	-3	9	-6	-0.5	-0.4	-3
CC(C)(CSc1ncccn1)NS(=O)(=O)c1ccccc1	-1	1	i	0	-7	-1	-1	2.0	0.5	-2
Cc1cccc(C(=O)OCc2cnc(Cl)s2)c1	1	-1	i	-2	-4	-9	-5	0.2	-0.1	1
COc1ccc(C)cc1S(=O)(=O)Nc1ccncc1	0	0	i	7	-5	-14	-2	-0.8	-0.1	-6
CCOC(=O)C1CCCN(c2nc3ccccc3nc2C(C#N)C(=O)OC(C)COC)C1 (stereo unspecified)	-7	-4	i	-2	-2	-1	-17	0.8	-0.6	-6
CCOc1ccc(/C=C\C(C)=N\O)cc1	-13	0	i	-3	-7	7	-8	0.6	-0.6	-1
CCCCCC1=C(C(=O)OC)C(C(=O)OCC)N(S(=O)(=O)C(F)(F)F)c2ccccc21 (stereo unspecified)	7	3	i	5	-7	3	14	1.6	-0.4	11
O=C(CSc1nc2ncc(Cl)cc2[nH]1)c1ccc2c(c1)OCO2	-16	2	i	1	0	12	12	6.1	0.6	5
CC(C)Nc1nc(NC(C)C)nc(Nn2cnnc2)n1	1	0	i	-1	3	7	4	0.4	-0.9	0

Structures listed so far printed as active in Scp1 inh.
SMILES	SUMO1-SIM PPI	STEP block	Neddylation inh	DNMT1 block	Scp1 inh	SKN-1 block	CendR NRP1 mod	LMPTP inh	Tb MetRS inh	NadD inh
CC(C)OC(=O)C1C2C=CC3(CN(Cc4cccs4)C(=O)C13)O2 (stereo unspecified)	-3	-1	i	1	68*	-3	0	-1.5	0.2	0
